SIRT5 block – blocks human SIRT5 desuccinylation of peptide | Q9NXA8 | Purified SirT5, succinyl-peptide AMC, trypsin-coupled fluorescence | inhibition, % at 15 µM | hit rate 1.1% among 330,000; in the data active = inhibition above about 15%
Target sequence (Q9NXA8 whole entry, looked up): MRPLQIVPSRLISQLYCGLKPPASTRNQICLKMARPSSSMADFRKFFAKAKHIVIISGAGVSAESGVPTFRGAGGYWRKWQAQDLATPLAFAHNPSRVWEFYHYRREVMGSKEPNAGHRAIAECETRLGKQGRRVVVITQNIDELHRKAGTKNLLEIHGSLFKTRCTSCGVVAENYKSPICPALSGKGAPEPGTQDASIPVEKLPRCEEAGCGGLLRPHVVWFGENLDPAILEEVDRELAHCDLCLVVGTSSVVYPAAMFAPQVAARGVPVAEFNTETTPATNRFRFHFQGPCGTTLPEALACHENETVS
C2C12 statin – protects C2C12 myotubes from simvastatin toxicity; hit rate 0.78% among 330,000; rescue of ATP level, % at 7.49 µM; AID 602340; ATP luminescence, 48 h; scaled: DMSO 0, geranylgeraniol control 100;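 active = mean ATP rescue above about 67%, or every replicate alone reaching that limit, limit read from the data, passing the limit was not always enough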;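 note: myotubes were challenged with 10 µM simvastatin during compound exposure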
ARNT-TACC3 inh – ARNT/TACC3 interaction disruption; Q9Y6A5; AlphaScreen His-ARNT PAS-B/GST-TACC3 binding, luminescence; TACC3 fragment carries E629A point mutation; inhibition, % at 9.99 µM; hit rate 0.66% among 390,000;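 active = mean inhibition of replicates at least 50% and at least half of replicates each reaching 50%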;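 note: 0% = complete ARNT plus TACC3 wells and 100% = ARNT alone without TACC3; many hits fall short of the cut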
Cneo AK release – causes C. neoformans cell lysis | adenylate kinase release luminescence, 4 h; normalised: neutral wells 0, clomiphene wells 100 | lysis activity, % at 15 µM | hit rate 0.2% among 360,000 | AID 651654;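 active = mean lysis activity across replicates of at least 80%, whatever share of replicates individually reach that level; inactive = mean lysis activity below 80%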
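Assay system: log-phase C. neoformans yeast / Quantity: yeast cell density of 5 × 10^6 cells/mL / Medium: fresh YPD growth medium / Compound: single dose / Timing: static 4 h at 37 °C with compound, 1 h detection / Measured by: adenylate kinase release luminescence / Read-out: lysis from increased AK signal / Benchmarks: Clomiphene as positive lysis control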
miR-122 sensor – blocks miR-122 activity in Huh7 sensor cells; hit rate 0.3% among 340,000; Huh7 miR-122 Renilla luciferase sensor, 48 h; neutral wells = 0, positive control = 100; AID 602342; activation (reporter increase), % at 12.5 µM;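 active = mean replicate activation score at least 90 and every replicate individually at or above 90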;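 note: higher luciferase means less miR-122 activity so hits act as miR-122 inhibitors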
esBAF inh – inhibitors of esBAF chromatin remodeling in mouse ES cells; Bmi1-luciferase knock-in reporter, 24 h; 100% = twice the neutral-well signal; reporter increase, % at 12.5 µM; hit rate 2% among 350,000; in the data active = activation above about 40%;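 note: 0% = median of the plate's neutral control wells and 100% = double that signal; a rise in the Bmi1 reporter signal indicates esBAF inhibition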
ERp5 inh – inhibitors of human ERp5. hit rate 0.05% among 350,000. Q15084. inhibition, % at 9.99 µM. ERp5 insulin aggregation, absorbance 650 nm, 90 min;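 active = mean replicate inhibition above about 25%, with every replicate also reaching it, limit read from the data, passing the limit was not always enough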
Target sequence (Q15084 whole entry, looked up): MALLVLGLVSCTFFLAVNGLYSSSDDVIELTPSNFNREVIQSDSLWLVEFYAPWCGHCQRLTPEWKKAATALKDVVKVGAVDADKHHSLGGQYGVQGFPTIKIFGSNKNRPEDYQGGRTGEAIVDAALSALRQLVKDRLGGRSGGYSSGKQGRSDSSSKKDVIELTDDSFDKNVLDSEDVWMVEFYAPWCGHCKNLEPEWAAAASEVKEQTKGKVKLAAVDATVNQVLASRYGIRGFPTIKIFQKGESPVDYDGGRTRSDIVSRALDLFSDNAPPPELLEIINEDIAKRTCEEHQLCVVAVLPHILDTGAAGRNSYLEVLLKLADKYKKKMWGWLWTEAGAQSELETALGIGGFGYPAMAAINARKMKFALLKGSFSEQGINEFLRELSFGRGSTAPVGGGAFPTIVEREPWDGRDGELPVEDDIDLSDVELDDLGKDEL
The depositor's hits bear a star; · = not tested or not shown; [ ] = dose if it differs, or a comment.

Values run as follows: SIRT5 block	C2C12 statin	ARNT-TACC3 inh	Cneo AK release	miR-122 sensor	esBAF inh	ERp5 inh
- COc1ccc(C[C@](C)(N)C(=O)O)cc1OC
    0	-7	1	5	-2	8	1
- O=C(N1CCCCCC1)N1CCN(C(=O)N2CCCCC2)CC1
    ·	-3	-3	-6	1	-12	·
- C[C@H](NC(=O)C[C@H]1C=C[C@H](NC(=O)Cc2ccccn2)[C@H](CO)O1)c1ccccc1
    1	4	2	-4	·	1	-4
- O=c1ccnc(S/C=C/c2ccccc2)[nH]1
    ·	0	-1	-24	2	27	·
- CN(C)c1ccc(C(CNS(=O)(=O)c2ccc([N+](=O)[O-])cc2)N2CCCC2)cc1 (stereo not drawn)
    7	4	9	4	·	1	1
- CC(=O)NS(=O)(=O)c1ccc(NC(=O)CC(C)c2ccccc2)cc1 (stereo not drawn)
    -5	-15	-1	·	-10	1	-1
- Cc1nc2nc(-c3cccnc3)[nH]n2c(=O)c1Cc1ccccc1
    ·	4	0	-2	-3	-2	·
- CN1C(=O)c2cc(NS(=O)(=O)c3ccc(F)cc3)ccc2OC[C@H]2O[C@H](CC(=O)O)CC[C@@H]21
    -5	-1	-5	-3	-1[16.7 µM]	-3	-2
- CO[C@@H](CN(C)S(=O)(=O)c1ccc(Cl)cc1)[C@H](C)CN(C(=O)Nc1ccccc1F)[C@@H](C)CO
    -1	2	-4	10	·	11	3
- Cc1ccc(NC(=O)C2CCCN2C(=O)NC2CCCCC2)c(C)c1 (stereo not drawn)
    ·	1	-3	0	-1	7	·
- CC1CN(C(=S)SCCN2Cc3ccccc3C2=O)CC(C)O1 (stereo not drawn)
    2	·	-3	·	·	·	1
- CCOC(=O)[C@@H]1[C@H]2COc3ccccc3[C@@H]2N2C(=O)N(c3cccc(F)c3)C(=O)[C@]12C
    ·	2	2	-1	1	-7	3
- CCOC(=O)C1=CCN(S(=O)(=O)c2ccccc2[N+](=O)[O-])C1c1ccc(C)cc1 (stereo not drawn)
    -3	8	·	1	-3	13	5
- CC(C)c1ccc(CSc2ccc(S(=O)(=O)N3CCOCC3)cn2)cc1
    -2	0	2	0	-3	1	1
- O=C(c1coc2ccc(O)cc12)C1CC1
    -3	-2	0	2	·	20	6

The list continues:
Values run as follows: SIRT5 block	C2C12 statin	ARNT-TACC3 inh	Cneo AK release	miR-122 sensor	esBAF inh	ERp5 inh
- Cc1cccc(S(=O)(=O)N2C[C@@H](O)COC[C@@H]3O[C@@H](CC(=O)NCc4ccc5c(c4)OCO5)CC[C@H]32)c1
    0	-6	2	6	7[16.7 µM]	1	2
- C[C@H]1CN([C@@H](C)CO)C(=O)Cc2cc(NC(=O)Cc3ccccc3)ccc2O[C@H]1CN(C)CC1CC1
    -3	-8	-1	23	7[16.7 µM]	-3	6
- O=C(CCc1nc2ccccc2c(=O)[nH]1)NCc1ccccn1
    11	3	-2	0	0	-1	-3
- CCOc1ccc(OCCOCCOc2c(Cl)cccc2Cl)cc1
    ·	133*	-7	-8	-3	0	·
- O=[N+]([O-])c1nn(-c2ccccc2)n(O)c1=NCc1ccc2c(c1)OCO2
    ·	9	8	3	-4	2	·
- O=C(COc1ccccc1Cl)Nc1nc(-c2ccncc2)cs1
    3	-2	-1	-1	-2	-1	3
- COCC(=O)Nc1ccc2c(c1)[C@@H]1C[C@@H](CC(=O)N3CCc4ccccc4C3)O[C@H](CO)[C@@H]1O2
    -3	1	-6	2	2[16.7 µM]	0	1
- FCCCOc1ccc(/C=N/OCc2ccc(Cl)cc2Cl)cc1
    ·	·	-2	0	0	7	·
- CC(C)(C)OC(=O)NCc1ccc(CNC(=O)c2nc[nH]c2C(=O)NCc2ccc(CNC(=O)OC(C)(C)C)cc2)cc1
    16*	8	6	2	-4	10	4
- CCCCN(CC(=O)NC(C)(C)C)C(=O)C(=O)Nc1ccc2c(c1)OCCO2
    -3	6	-1	-2	2	-8	10
- CC(Oc1ccc(Cl)cc1)C(=O)NCC1CCCO1 (stereo not drawn)
    -3	-6	·	3	-6	-1	1
- Cc1[nH]n(-c2ccccc2)c(=O)c1C(=O)c1ccc([N+](=O)[O-])cc1
    2	·	-4	·	·	·	2
- COc1ccc(NC(=O)c2cc([N+](=O)[O-])ccc2N2CCCCC2)cc1OC
    ·	-4	4	-1	-3	-7	-2
- CCOC(=O)C1CCCN(C(=O)c2cn(CC)c3ccc(S(=O)(=O)N4CCCC4)cc3c2=O)C1 (stereo not drawn)
    ·	-6	-6	2	8	1	·
- COCCCNC(=O)C1CCCN(S(=O)(=O)c2cccc3nsnc23)C1 (stereo not drawn)
    2	10	-3	-3	0	2	3

Part of the list above, with each value named:
CCCCN(CC(=O)NC(C)(C)C)C(=O)C(=O)Nc1ccc2c(c1)OCCO2
  SIRT5 block: -3
  C2C12 statin: 6
  ARNT-TACC3 inh: -1
  Cneo AK release: -2
  miR-122 sensor: 2
  esBAF inh: -8
  ERp5 inh: 10
Cc1ccc(NC(=O)C2CCCN2C(=O)NC2CCCCC2)c(C)c1 (stereo not drawn)
  SIRT5 block: ·
  C2C12 statin: 1
  ARNT-TACC3 inh: -3
  Cneo AK release: 0
  miR-122 sensor: -1
  esBAF inh: 7
  ERp5 inh: ·
CO[C@@H](CN(C)S(=O)(=O)c1ccc(Cl)cc1)[C@H](C)CN(C(=O)Nc1ccccc1F)[C@@H](C)CO
  SIRT5 block: -1
  C2C12 statin: 2
  ARNT-TACC3 inh: -4
  Cneo AK release: 10
  miR-122 sensor: ·
  esBAF inh: 11
  ERp5 inh: 3
CCOC(=O)C1CCCN(C(=O)c2cn(CC)c3ccc(S(=O)(=O)N4CCCC4)cc3c2=O)C1 (stereo not drawn)
  SIRT5 block: ·
  C2C12 statin: -6
  ARNT-TACC3 inh: -6
  Cneo AK release: 2
  miR-122 sensor: 8
  esBAF inh: 1
  ERp5 inh: ·

Remaining list, next part:
Values run as follows: SIRT5 block	C2C12 statin	ARNT-TACC3 inh	Cneo AK release	miR-122 sensor	esBAF inh	ERp5 inh
- O=C(COC(=O)c1cnc(Cl)c(Cl)c1)NCc1ccco1
    5	4	-2	4	-3	-2	-2
- COc1ccc(NC(=O)CC2C(=O)N(CCc3ccccc3)C(=S)N2Cc2cccnc2)cc1 (stereo not drawn)
    ·	14	8	10	16	-4	·
- C[C@@H]1CN([C@@H](C)CO)S(=O)(=O)c2ccc(-c3ccc(C(=O)N(C)C)cc3)cc2O[C@@H]1CN(C)C(=O)Cc1ccccn1
    0	12	17	1	3[16.7 µM]	-3	-5
- Cc1ccc(NC(=O)Cn2nc(C(=O)O)c3ccccc3c2=O)cc1S(=O)(=O)N1CCCCCC1
    -5	-20	4	-3	-6	8	-4
- Cc1ccc(NC(=O)c2nc[nH]c2C(=O)N2CCOCC2)c(C(=O)c2ccccc2)c1
    2	-1	1	0	29	-3	0
- CCCn1cc(S(=O)(=O)c2ccc(C)cc2)c(=O)c2cc(OC)ccc21
    1	5	-22	-1	-3	-1	-7
- C[C@@H]1CN([C@@H](C)CO)C(=O)c2cccc(NC(=O)C3CC3)c2O[C@@H]1CN(C)C(=O)NC1CCCCC1
    3	-9	-2	-1	2[16.7 µM]	2	6
- Cc1nc(N2CCN(c3ccccn3)CC2)c2c(C)c(C(=O)N3CCN(c4ccccc4F)CC3)sc2n1
    -2	-16	4	0	1	-2	2
- CC1CCCN(S(=O)(=O)c2ccc3c(c2)c(=O)nc2ccc(Cl)cn23)C1 (stereo not drawn)
    -4	3	-29	0	-3	-3	6
- c1ccc(-c2csc(NC3=NCCCCC3)n2)cc1
    -1	·	-8	0	1	·	1
- CCc1ccc(NC(=O)CSc2nnc(Cc3cccn3C)n2-c2ccc(F)cc2)cc1
    ·	-6	·	1	-1	-2	3
- Cc1cc(C)cc(C(=O)Nc2c3c(nn2C(C)(C)C)CS(=O)(=O)C3)c1
    -6	6	-4	2	-1	1	4
- COCC#Cc1cnc2c(c1)C(=O)N([C@H](C)CO)C[C@H](C)[C@H](CN(C)C(=O)CCN1CCCCC1)O2
    9	0	-1	-1	-10[16.7 µM]	2	-2
- O=C(Nc1ccc(F)cc1)N[C@@H]1CC[C@@H](CCNS(=O)(=O)c2cccc(Cl)c2)O[C@@H]1CO
    1	3	-21	2	·	9	1
- Cc1nc(SCC(=O)c2ccc(F)cc2)n[nH]1
    ·	15	-2	4	1	-9	·

Additional entries.
Values run as follows: SIRT5 block	C2C12 statin	ARNT-TACC3 inh	Cneo AK release	miR-122 sensor	esBAF inh	ERp5 inh
- Cc1cccc2nc(-c3cccc(NC(=O)Cc4ccccc4)c3)cn12
    -4	·	17	3	7	·	1
- C[C@@H]1CN([C@@H](C)CO)C(=O)c2cccc(NS(=O)(=O)c3ccccc3)c2O[C@@H]1CN(C)Cc1ccc(-c2ccccc2)cc1
    1	-24	-2	1	-5[16.7 µM]	7	-3
- C[C@@H]1CN([C@H](C)CO)C(=O)Cc2cc(NC(=O)Nc3ccc4c(c3)OCO4)ccc2O[C@@H]1CN(C)C(=O)Nc1ccc2c(c1)OCO2
    0	4	2	-3	-3[16.7 µM]	-2	-3
- C[C@@H]1CN([C@@H](C)CO)C(=O)c2cc(NC(=O)CCCN(C)C)ccc2O[C@@H](C)CCCCO[C@@H]1CN(C)S(=O)(=O)c1cn(C)cn1
    1	·	-7	-3	4[16.7 µM]	-6	5
- CCOC(=O)c1c(CSC(=N)N)n(C)c2cc(Br)c(OC(C)=O)cc12
    0	·	6	·	·	·	0
- COc1cc(/C=C2\CCc3c2nc2ccccc2c3C(=O)O)cc(OC)c1OC
    13	20	2	-56	-4	21	0
- COc1ccccc1OCC(=O)OCC(=O)Nc1sccc1C(N)=O
    -5	·	-1	·	·	·	-4
- CCOC(=O)n1c(=O)oc2cc(S(=O)(=O)N3CCOCC3)ccc21
    ·	-2	-5	-1	3	-6	·
- O=S(Cc1cc(Oc2ccccc2)nc(-c2ccccc2)n1)c1ccccc1 (stereo not drawn)
    ·	-14	-7	2	-1	-11	·
- COc1ccccc1CNC(=O)CCN=C1NS(=O)(=O)c2ccccc21
    -3	0	1	0	·	-1	-6
- COCCn1c(=NC(=O)CSCC(=O)NC2CCCCC2)sc2cc(OC)ccc21
    ·	36	·	0	3	0	·

Grouped by structure: the compounds so far containing a Cl atom
Values run as follows: SIRT5 block	C2C12 statin	ARNT-TACC3 inh	Cneo AK release	miR-122 sensor	esBAF inh	ERp5 inh
- CO[C@@H](CN(C)S(=O)(=O)c1ccc(Cl)cc1)[C@H](C)CN(C(=O)Nc1ccccc1F)[C@@H](C)CO
    -1	2	-4	10	·	11	3
- CCOc1ccc(OCCOCCOc2c(Cl)cccc2Cl)cc1
    ·	133*	-7	-8	-3	0	·
- O=C(COc1ccccc1Cl)Nc1nc(-c2ccncc2)cs1
    3	-2	-1	-1	-2	-1	3
- FCCCOc1ccc(/C=N/OCc2ccc(Cl)cc2Cl)cc1
    ·	·	-2	0	0	7	·
- CC(Oc1ccc(Cl)cc1)C(=O)NCC1CCCO1 (stereo not drawn)
    -3	-6	·	3	-6	-1	1
- O=C(COC(=O)c1cnc(Cl)c(Cl)c1)NCc1ccco1
    5	4	-2	4	-3	-2	-2
- CC1CCCN(S(=O)(=O)c2ccc3c(c2)c(=O)nc2ccc(Cl)cn23)C1 (stereo not drawn)
    -4	3	-29	0	-3	-3	6
- O=C(Nc1ccc(F)cc1)N[C@@H]1CC[C@@H](CCNS(=O)(=O)c2cccc(Cl)c2)O[C@@H]1CO
    1	3	-21	2	·	9	1

Bioassay records deposited in PubChem BioAssay by Broad Institute.

An unsorted share of the library; 4% or so of the library scored in one or more.
